Nrf2 inh – Nrf2 qHTS screen for inhibitors. 2.1% of 360,000 active. A549 ARE-Fluc reporter, luciferase luminescence, 18-24 h. Potency, µM (titrated, usually from 46 µM), for inactives: top-dose activity change, negative = inhibition, usual class: inhibitors; further: potency means the concentration at half of the fitted maximal effect; on the % scale 0 is the no-effect control and ±100 the full control effect; nearly all actives have a fitted effect of over 60% in size
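Nrf2 function is reported as luminescence of an ARE-controlled luciferase in A549 cells. Compounds were tested at several concentrations, and a CellTiter-Fluor read on the same wells flagged cytotoxicity.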
CCT chaperon mod – High-Throughput Screening for Modulators of Cytosolic Chaperonin Activity; purified chaperonin ATPase assay, HTRF ADP detection, 30 min; activity change, % (test concentration not listed), hits read low; 0.3% of 360,000 active; in the data active means activity change below about -30%; further: on the % scale 0 is the no-effect control and ±100 the full control effect
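We incubate TRiC, 40 or 20 nM final, with library compounds at 76 uM and 10 uM ATP for 30 min at 37 °C. ADP formed is detected with Transcreener HTRF reagents after 30 min at room temperature.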
TGFb SMAD3 inh – qHTS for Inhibitors of TGF-b | AID 588855, 2011 | HepG2 CAGA-GFP TGF-b/SMAD3 reporter, GFP fluorescence, 18 h; TGF-beta stimulated, 500 pg/mL final | Potency, µM (titrated, usually from 46.1 µM), inactives show at the highest dose activity, negative = inhibition, hits mostly inhibitors | 1.2% of 410,000 active; further: potency means the concentration at half of the fitted maximal effect; on the % scale 0 is the no-effect control and ±100 the full control effect; nearly all actives have a fitted effect of over 65% in size
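Read-out: total well GFP (ex488/em500-530) summed from mean per-cell fluorescence. Cells: HEPG2 CAGA-GFP, 1% FBS DMEM, 18 h at 37 degrees C with 500 pg/mL final TGF-beta. Unstimulated wells served as the full-inhibition control; stimulated DMSO wells = 0%.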
MmCpn inh – Inhibitors of TCP-1 ring complex (TRiC) of Methanococcus maripaludis (MmCpn): qHTS | 0.031% of 330,000 active | AID 504842, 2011 | purified Mm-Cpn ATPase, ADP Transcreener TR-FRET | Potency, µM (top dose mostly 76.9 µM), without a hit: at the top dose activity, negative = inhibition, most hits filed as inhibitors | Chaperonin Mm-Cpn (Methanococcus maripaludis); further: potency means the concentration at half of the fitted maximal effect; on the % scale 0 is the no-effect control and ±100 the full control effect; nearly all actives have a fitted effect of over 80% in size
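Purified archaeal chaperonin (25 nM final) was preincubated with compound for 10 min at 37°C, then ATP (10 uM final) was added for 30 min at 37°C in Tris pH 7.4/KCl/MgCl2/DTT buffer. ADP was quantified by HTRF Transcreener TR-FRET.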
pAkt inh – HTS Assay for Inhibitors of Akt Phophorylation: Primary Screen; Neuro2A IGF-stimulated pAkt S473 HTRF, 20 min; active compounds read low; AID 651550, 2012; activity change, % for hits at 50 µM; 0.32% of 360,000 active; in the data active means activity change below about -80%; inconclusive means mostly about -51% to -80%; further: on the % scale 0 is the no-effect control and ±100 the full control effect
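Single-point screen (50 µM final compound) in Neuro2A cells stimulated 20 min with 6 nM IGF at 37 deg C. After lysis, Ser473-phosphorylated Akt read by HTRF (ex 330 nm, em 615/665 nm) as the 665/615 ratio.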
Abeta yeast res – qHTS for compounds that reverse cellular toxicity of Amyloid beta (A-beta) peptide in yeast: Primary Screen; yeast expressing A-beta42, growth rescue, OD600, 48 h; response scale: 0% DMSO, 100% iron-clioquinol control; Potency, µM (titrated, usually from 46.1 µM), for the others: at the top dose growth rescue, hits mostly activators; 0.063% of 410,000 active; AID 1347071, 2019; further: potency means the concentration at half of the fitted maximal effect; nearly all actives have a fitted effect of over 55% in size
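Yeast growth medium received pinned compounds, then yeast cells expressing toxic A-beta were added; plates incubated at 30 C for 48 hr. Growth read as absorbance at 600 nm, normalized to DMSO and equimolar FeCl3 plus clioquinol controls.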
HepG2 viability – qHTS for Inhibitors of TGF-b: Cytotox Counterscreen. 0.76% of 410,000 active. Potency, µM (titrated, usually from 46.1 µM), without a hit: at the top dose activity change, negative = cytotoxicity, usual class: cytotoxic. HepG2 CAGA-GFP viability, ATP luminescence, 18 h; further: potency means the concentration at half of the fitted maximal effect; some results filed as inactive show a strong effect at the top dose
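CellTiter-Glo luminescence gave cytotoxicity after 18 hours at 37 degrees C. The cells were HepG2 CAGA-GFP in 1% FBS DMEM, stimulated with 500 pg/mL TGF-beta after compound addition. %Activity was normalised to no-cell wells (complete cell-killing) and DMSO (no toxicity), and curves were fitted and classified.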
A549 tox – Nrf2 qHTS screen for inhibitors: counterscreen for cytotoxicity; 0.16% of 390,000 active; AID 504648, 2011; A549 ARE-Fluc cells, CellTiter-Fluor viability, 18-24 h; Potency, µM (top dose mostly 46 µM), without a hit: at the top dose activity change, negative = cytotoxicity, actives largely listed as inhibitors; further: potency means the concentration at half of the fitted maximal effect; on the % scale 0 is the no-effect control and ±100 the full control effect
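Cytotoxicity counterscreen: CellTiter-Fluor fluorescence was measured in A549 ARE_Fluc cells after 18-24 h of compound exposure in a concentration series. The subsequent BugLite luminescent read reports ARE-luciferase activity.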
Nrf2 activator – qHTS of Nrf2 Activators; AREc32 ARE-luciferase reporter (MCF7-derived line), luminescence, 24 h; Potency, µM (series often up to 46.1 µM), inactives show top-dose activation, most hits filed as activators; 0.31% of 410,000 active; AID 624171, 2012; further: potency means the concentration at half of the fitted maximal effect; % of control where 0% means no effect; nearly all actives have a fitted effect of over 65% in size
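AREc32 cells carrying an ARE-driven firefly luciferase reporter were seeded at 1000 cells/well in OPTI-MEM with 5% FBS, then exposed to compound for 24 hr at 37 deg C. Luminescence was read with Steady-Glo after 30 min at RT.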
Starred values were filed as active, the others as inactive; i = inactive; ? = inconclusive; · = no result given; & = joins results of further samples; [ ] = remark or other dose. Unless noted, the call rests on the fitted dose curve; in most records, active means well fitted curve in the direction sought with a large enough effect; inconclusive means small, poorly fitted or top-dose-only effect, or another doubt; inactive means no such curve, though single readings can be large; an effect the other way counts as inactive or inconclusive.

Start of the listing, in advance:
compound,Nrf2 inh,CCT chaperon mod,TGFb SMAD3 inh,MmCpn inh,pAkt inh,Abeta yeast res,HepG2 viability,A549 tox,Nrf2 activator
CCSc1nnc(NC(=O)C(C)Sc2nc3ccccc3[nH]2)s1 (stereo not drawn),1.6%,0.1,1.7%,-2.4%,i,19.4%,0.8%,6.9%,0.7%
CCOc1ccccc1CN1CCNC(=O)C1CC(=O)NCCC1=CCCCC1 (stereo not drawn),6.5%,0.8,-11.5%,-2.0%,i,9.0%,2.6%,-0.3%,-0.3%
Cc1ccc(-c2nn(-c3ccccc3)c3c2cnc2ccccc23)cc1C,-0.9%,·,-4.8%,·,·,-1.9%,4.4%,-0.2%,-0.5%

The list itself, from the first entry:
compound,Nrf2 inh,CCT chaperon mod,TGFb SMAD3 inh,MmCpn inh,pAkt inh,Abeta yeast res,HepG2 viability,A549 tox,Nrf2 activator
CCSc1nnc(NC(=O)C(C)Sc2nc3ccccc3[nH]2)s1 (stereo not drawn),1.6%,0.1,1.7%,-2.4%,i,19.4%,0.8%,6.9%,0.7%
CCOc1ccccc1CN1CCNC(=O)C1CC(=O)NCCC1=CCCCC1 (stereo not drawn),6.5%,0.8,-11.5%,-2.0%,i,9.0%,2.6%,-0.3%,-0.3%
Cc1ccc(-c2nn(-c3ccccc3)c3c2cnc2ccccc23)cc1C,-0.9%,·,-4.8%,·,·,-1.9%,4.4%,-0.2%,-0.5%
COC(=O)c1cc(NC(=O)c2cccc(C(F)(F)F)c2)c(=O)oc1C,?,-2.0,-1.1%,1.5%,i,1.1%,24.0%,2.4%,26.6%
CCOC(=O)N1CCN(c2ccc(S(=O)(=O)N(Cc3ccccc3)Cc3ccccc3)cn2)CC1,16.4µM*,-2.4,-48.6%,-2.5%,·,1.9%,-4.4%,-16.4%,2.4%
CCOc1ccc(N2CC(=O)SC2=S)cc1,-0.8%,-1.7,?,0.3%,i,4.0%,-39.9%,4.2%,-0.3%
O=C(CSc1nnc(NC(=O)c2ccco2)s1)Nc1ccc2c(c1)OCCO2,-2.1%,-8.2,1.9%,1.2%,i,-0.1%,-15.4%,0.5%,1.6%
Cc1ccc(-n2ccn(CC(=O)NCCc3ccccc3)c(=O)c2=O)cc1C,?,-0.2,18.5%&1.9%,-0.4%,i,14.2%,4.8%&-1.8%,1.4%&-1.9%,2.9%&2.8%

Other compounds follow.
compound,Nrf2 inh,CCT chaperon mod,TGFb SMAD3 inh,MmCpn inh,pAkt inh,Abeta yeast res,HepG2 viability,A549 tox,Nrf2 activator
CCc1ccccc1NC(=O)C1CCCN(c2nnc(-n3c(C)ccc3C)s2)C1 (stereo not drawn),-14.3%,·,·,·,·,6.0%,-18.9%,3.8%,?
Cc1ccc(-n2nnnc2Sc2nc([N+](=O)[O-])nn2C)cc1,7.9%,0.0,?,-0.4%,i,3.8%,-2.8%,-2.3%,?
COc1ccc([N+](=O)[O-])cc1-n1cccc1,13.7%,-1.8,-0.8%,-1.4%,i,0.8%,-5.3%,15.2%,3.1%[9.22 µM]
COc1ccccc1C(=O)Nc1nc(-c2ccccc2)ns1,?,·,1.9%,·,·,-2.9%,-19.2%,-0.4%,0.9%
CCOC(=O)C1(C(=O)OCC)CCN(S(=O)(=O)c2ccccc2)CC1,0.1%,0.6,-16.4%,·,i,7.9%,1.0%,2.7%,-0.3%
CCN1C(=O)/C(=C2/C=Cc3cc(C)ccc3N2CC)N(C)C1=S,?,-2.0,-5.2%,2.0%,i,-34.6%[inhibitor],3.7%,23.1µM*,0.3%
Cc1ccc(C(=O)N(Cc2ccco2)c2ccccn2)cc1,24.1%,·,-13.7%,·,·,-3.1%,-2.8%,-6.0%,3.8%
Cc1cc(/C=N/n2cnnc2)c(C)n1-c1cccc(C(=O)O)c1,15.1%,3.9,-22.9%,-1.4%,i,1.6%,-3.5%,-4.6%,-0.9%

New compounds follow.
compound,Nrf2 inh,CCT chaperon mod,TGFb SMAD3 inh,MmCpn inh,pAkt inh,Abeta yeast res,HepG2 viability,A549 tox,Nrf2 activator
CC1CN(S(=O)(=O)c2ccc(C(=O)Nc3nncs3)cc2)CC(C)O1 (stereo not drawn),-11.4%,-3.3,4.6%,1.3%,i,6.4%,0.5%,-0.1%,-0.6%
CCOC(=O)CC1(NC(=O)c2cc(COc3ccc(F)c(F)c3)on2)CCCCC1,?,0.1,?,1.8%,i,23.8%,-22.9%,-5.1%,-0.2%
CC(NC(=O)CCNC(=O)c1ccccc1Cl)C1CC2CCC1C2 (stereo not drawn),-10.2%,0.1,-0.6%,-0.3%,i,-6.2%,3.1%,0.7%,-0.6%
O=[N+]([O-])c1ccc(Cc2nnc(-c3ccccc3Cl)o2)cc1,?,-0.4,1.9%,-1.8%,i,-4.5%,10.3%,1.3%,3.7%
O=C(NCCSCc1c(F)cccc1Cl)c1ccco1,-8.1%,0.6,-10.9%,0.2%,i,-41.8%[inhibitor],8.4%,0.3%,0.6%
COc1ccc(NC(=O)CSC2=Nc3ccccc3N=C(c3ccc(F)cc3)C2)cc1OC,·,·,?,·,·,-5.3%,1.5%,1.1%,3.9%
O=C(Nc1ccc(Cl)cc1C(=O)NCc1cccnc1)c1ccco1,·,-2.1,0.0%,0.3%,i,-7.6%,-36.7%,0.7%,3.3%
C[C@@H]1CC2=C(C(=O)OC(C)(C)O2)[C@H](c2ccc(Cl)cc2)O1,·,-0.5,·,·,i,4.5%,·,·,0.0%

Continued:
compound,Nrf2 inh,CCT chaperon mod,TGFb SMAD3 inh,MmCpn inh,pAkt inh,Abeta yeast res,HepG2 viability,A549 tox,Nrf2 activator
O=C(c1cnccn1)N1CCc2ccccc21,-2.7%,-1.2,35.4%[activator],0.5%,i,-6.6%,-3.6%,-9.1%,0.1%
CC(C)C[C@H](NC(=O)N1CCn2c1nc1ccccc12)C(=O)NCc1ccccc1,0.8%,-0.4,?,-1.1%,·,-2.2%,-12.3%,15.2%,2.6%
Cc1noc(C)c1CSc1ccccc1C(=O)Nc1nccs1,?,-2.4,15.1%,-3.0%,i,-2.6%,2.0%,2.1%,-0.3%
CC(=O)Oc1[nH]c(=O)c2cccc3c2c1CCC3,·,2.2,11.6%,·,i,-12.6%,-1.9%,·,4.0%
CN1CCN(C(CNS(=O)(=O)c2ccc(F)cc2)c2cccnc2)CC1 (stereo not drawn),-9.9%,-0.2,18.7%,-0.9%,i,-1.9%,-31.5%,0.1%,-0.9%
O=C(Cn1[nH]c(=O)c2ccccc2c1=O)NC1CCCCCC1,·,-1.4,-31.4%,-0.5%,i,5.2%,-7.7%,5.2%,0.5%
Cc1cccc2cc(COC(=O)c3ccccn3)c(=O)[nH]c12,3.3%,-1.1,4.8%,-2.3%,·,7.0%,9.5%,0.4%,-0.6%
O=C(CSc1nncs1)Nc1ccc2c(c1)OCCO2,?,-1.5,5.5%,1.5%,i,17.8%,-5.4%,1.5%,-0.3%

(cont.)
compound,Nrf2 inh,CCT chaperon mod,TGFb SMAD3 inh,MmCpn inh,pAkt inh,Abeta yeast res,HepG2 viability,A549 tox,Nrf2 activator
O=C(CSc1nnc(-c2cnccn2)n1Cc1ccco1)c1ccc(Cl)c(Cl)c1,11.3%,-1.8,-7.9%,-10.7%,i,0.7%,-28.4%,·,3.7%
O=[N+]([O-])c1ccc2[nH]c3nc4ccccc4nc3c2c1,6.0%,-0.6,24.5%,-2.4%,i,-2.5%,1.3%,4.5%,?
COC(=O)C1CCCN1C(=O)COc1ccc(Cl)cc1Br (stereo not drawn),1.1%,-1.0,-24.7%,0.2%,i,18.3%,-31.1%,-0.8%,0.3%
O=C(Nc1ccccc1)NC1CCCCC1,?,-2.9,?,-0.3%,i,20.0%,4.0%,-7.8%,0.7%
Cc1c(C(=O)NCCSCc2cccc(C(F)(F)F)c2)cnn1-c1ccc(F)cc1,-11.0%,-1.2,-24.0%,-0.1%,i,6.6%,0.7%,13.9%,0.8%
COc1ccc2cc3cc(C(=O)N4CCCCC4C)oc3nc2c1 (stereo not drawn),7.8%,2.3,0.9%,-1.6%,i,·,-30.2%,0.3%,-0.3%
COc1cccc(CSC(C(=O)O)c2ccccc2)c1 (stereo not drawn),·,-1.1,-9.5%,·,i,10.5%,-19.0%,·,-0.8%
COc1ccc(NC(=O)Oc2cc(C)ccc2C(C)C)cc1,-19.0%,2.7,-4.1%,-2.5%,i,2.9%,-4.1%,-5.5%,3.9%

The listing continues.
compound,Nrf2 inh,CCT chaperon mod,TGFb SMAD3 inh,MmCpn inh,pAkt inh,Abeta yeast res,HepG2 viability,A549 tox,Nrf2 activator
O=C(C=C1NCCN1)c1ccccc1,13.9%,1.9,-4.5%,·,i,15.1%,3.2%,-4.9%,0.4%
CCN(C(=O)c1ccc(S(C)(=O)=O)cc1)C12CC3CC(CC(C3)C1)C2,-4.7%,-1.2,-2.1%,-0.5%,i,-4.0%,5.5%,0.1%,-0.8%
COC(=O)c1oc2ccc(Cl)cc2c1N,8.8%,-1.6,0.1%,-0.5%,i,-27.6%,-26.0%,-2.2%,0.4%
O=C(/C=C\c1ccc(-c2cccc([N+](=O)[O-])c2)o1)N1CCOCC1,?,-0.8,5.8%,0.6%,i,20.1%,4.7%,0.0%,8.8%
COc1ccc(F)cc1C(=O)C1CCCN(Cc2cccn2-c2ccccn2)C1 (stereo not drawn),0.6%,-3.2,7.5%,0.2%,i,-7.5%,-24.8%,-11.0%,2.4%
